# Screens (PubChem BioAssay)
# RGS4 inh = Inhibitors of Regulator of G Protein Signaling (RGS) 4: qHTS | Transcreener GDP fluorescence polarization, RGS4-accelerated GTP hydrolysis | Potency, µM (series often up to 114 µM), inactives show at the highest dose activity change, negative = inhibition, actives largely listed as inhibitors | hit rate 0.039% among 390,000 | AID 504845, 2011; note: potency is the fitted concentration of half-maximal effect; % is set by controls: 0 for no effect and ±100 for the full control effect; nearly all actives have a fitted effect of over 75% in size; some results filed as inactive show a strong effect at the top dose
#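 MLSMR compounds (23 nl, pin-transferred) preincubated 10 min at room temperature with a 500nM (2x) first reagent, then RGS4 at 900nM (2x) plus Transcreener GDP mix added; fluorescence polarization (620/688 nm) read before and after 90 min at 30 °C.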
# ALOX12 inh = Primary qHTS assay for inhibitors of human arachidonate 12S-lipoxygenase (ALOX12): Round 2. Potency, µM (top dose mostly 108 µM), inactives show at the top dose activity change, negative = inhibition, most hits filed as inhibitors. purified 12hLO, xylenol orange hydroperoxide absorbance. Polyunsaturated fatty acid lipoxygenase ALOX12 (Homo sapiens), P18054. hit rate 1.1% among 580,000. AID 1671190, 2021; note: potency is the fitted concentration of half-maximal effect; % is set by controls: 0 for no effect and ±100 for the full control effect
# Target sequence (P18054 whole entry, looked up): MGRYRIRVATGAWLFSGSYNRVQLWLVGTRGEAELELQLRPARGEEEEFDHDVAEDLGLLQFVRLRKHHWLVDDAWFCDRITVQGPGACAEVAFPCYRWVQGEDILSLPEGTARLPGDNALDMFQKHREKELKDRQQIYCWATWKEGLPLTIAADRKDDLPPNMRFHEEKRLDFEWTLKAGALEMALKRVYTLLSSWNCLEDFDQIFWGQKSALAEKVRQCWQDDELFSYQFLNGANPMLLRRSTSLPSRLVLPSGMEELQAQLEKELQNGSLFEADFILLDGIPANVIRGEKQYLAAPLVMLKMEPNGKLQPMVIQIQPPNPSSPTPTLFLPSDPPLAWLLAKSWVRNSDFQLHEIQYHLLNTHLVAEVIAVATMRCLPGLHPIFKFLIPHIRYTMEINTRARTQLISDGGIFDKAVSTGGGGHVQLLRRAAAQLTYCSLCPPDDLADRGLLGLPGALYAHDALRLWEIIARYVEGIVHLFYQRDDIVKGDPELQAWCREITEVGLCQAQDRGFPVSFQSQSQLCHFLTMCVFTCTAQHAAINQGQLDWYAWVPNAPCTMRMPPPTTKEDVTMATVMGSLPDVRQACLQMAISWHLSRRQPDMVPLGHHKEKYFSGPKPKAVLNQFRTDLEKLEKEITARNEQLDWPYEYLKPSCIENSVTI
#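 Purified human 12hLO at 150 nM in 25 mM Hepes, 0.01% Triton X-100, pH 7.0, preincubated 15 min at room temperature with compound. Reaction started with 40 uM arachidonic acid, 30 min at room temperature. Hydroperoxide measured by Fe-xylenol orange, 573/405 nm absorbance ratio.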
# Vif-A3F inh = qHTS for Inhibitors of Vif-A3F Interactions: qHTS. HeLa A3F-eYFP + Vif (tagged APOBEC3F with the HIV-1 protein that degrades it), YFP fluorescence increase. Potency, µM (titrated, usually from 46.1 µM), without a hit: at the highest dose activity, negative = active. hit rate 0.2% among 390,000; note: potency is the fitted concentration of half-maximal effect; % of control where 0% means no effect; nearly all actives have a fitted effect of over 65% in size
#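 HeLa cells stably expressing A3F-eYFP plus Vif, plated and incubated overnight at 37 deg C, then exposed to compounds overnight at 37 deg C. Blocked degradation read as raised yellow fluorescence (Ex 488/Em 500-530).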
# ERG-DNA inh = qHTS for Small Molecule Inhibitors of the ERG Ets/DNA interaction; Transcriptional regulator ERG (Homo sapiens), P11308; fluorescence polarization, His-ERG Ets domain / labelled DNA; Potency, µM (highest dose often 76.9 µM), inactives show at the top dose FP activity, negative = inhibition, hits mostly inhibitors; hit rate 0.028% among 370,000; AID 624246, 2012; active = well fitted inhibition curve with a large enough effect in the polarisation, with a control signal flat; inconclusive = small, poorly fitted or top-dose-only effect, or effect the other way, or a change in a side signal; inactive = no such curve, though single readings can be large or run the other way; the % refers to the polarisation;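 note: polarization taken with two DNA probes labelled with fluorescein and Texas red; potency is the fitted concentration of half-maximal effect; % of control where 0% means no effect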
#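 His-tagged ERG Ets domain (1 uM in the protein solution; 300mM KCl, 50mM Tris-HCl, 1mM EDTA, 1mM DTT, pH 7.5) received compound, then a probe mix of 5 nM fluorescein-DNA and 100nM Texas-615-DNA. Fluorescence polarization was read for both dyes.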
# Vif-A3G inh = qHTS for Inhibitors of Vif-A3G Interactions: qHTS; DNA dC->dU-editing enzyme APOBEC-3G (Homo sapiens), Q9HC16; HeLa A3G-eYFP + Vif (tagged APOBEC3G with the HIV-1 protein that degrades it), YFP fluorescence, overnight; Potency, µM (top dose mostly 46.1 µM), inactives show top-dose activity, negative = active, most hits filed as inhibitors; hit rate 0.076% among 410,000;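 note: potency is the fitted concentration of half-maximal effect; % is set by controls: 0 for no effect and ±100 for the full control effect; nearly all actives have a fitted effect of over 60% in size; hits raise eYFP signal because A3G escapes Vif-driven loss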
#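 HeLa cells stably expressing Vif and C-terminally eYFP-tagged A3G, seeded overnight at 37 deg C, then exposed to compound by pintool overnight at 37 deg C. Rise in yellow fluorescence (Ex 488/Em 500-530, Acumen) marks blocked Vif-driven A3G degradation.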
# Glioma ERSR ind = qHTS for Inducers of the Endoplasmic Reticulum Stress Response (ERSR) in Human Glioma: qHTS; U87-MG GRP78 promoter luciferase reporter, 16 h; hit rate 0.02% among 420,000; Potency, µM, without a hit: top-dose activation, most hits filed as activators; note: potency is the fitted concentration of half-maximal effect; series mostly up to about 76 µM; % of control where 0% means no effect; nearly all actives have a fitted effect of over 35% in size
#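 ERSR induction read as luciferase luminescence (Bright-Glo, 10 min at room temperature) in stably transfected human U87-MG glioma cells exposed to compounds for 16 h, using GRP78 as sensor.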
# D2 agonist = HTS Assay for Allosteric Agonists of the Human D2 Dopamine Receptor: Primary Screen for Agonists; hit rate 0.53% among 340,000; D(2) dopamine receptor (Homo sapiens), P14416; activation, % at 2 µM; HEK293 T-REx D2 cells, calcium flux agonist mode;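 active = activation over 3 SD above normal in the single-dose calcium agonist read, cut at about 30% in these data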; note: 0% is about no effect
# Target sequence (P14416 whole entry, looked up): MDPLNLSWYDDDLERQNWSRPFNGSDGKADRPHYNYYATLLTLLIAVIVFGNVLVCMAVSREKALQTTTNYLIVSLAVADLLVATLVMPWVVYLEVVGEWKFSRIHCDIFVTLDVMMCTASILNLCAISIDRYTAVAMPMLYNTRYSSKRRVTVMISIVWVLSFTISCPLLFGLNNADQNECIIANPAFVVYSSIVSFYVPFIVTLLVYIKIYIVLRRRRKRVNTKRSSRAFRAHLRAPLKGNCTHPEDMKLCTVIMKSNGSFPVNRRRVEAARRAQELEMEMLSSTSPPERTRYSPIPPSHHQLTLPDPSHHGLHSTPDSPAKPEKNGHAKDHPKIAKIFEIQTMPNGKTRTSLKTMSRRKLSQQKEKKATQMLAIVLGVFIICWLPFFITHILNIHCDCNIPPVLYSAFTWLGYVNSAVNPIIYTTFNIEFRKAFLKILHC
#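 Agonism scored from kinetic calcium signal (1 read/sec, 180 s) following compound pin transfer, after a 10 s baseline. Cells: HEK293 Trex line expressing inducible D2 receptor coupled to calcium, dye-loaded after overnight culture at 30 C.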
# LDHA block = qHTS assay for inhibitors of human lactate dehydrogenase; hit rate 0.15% among 480,000; AID 1347041, 2019; purified LDHA, NADH/diaphorase-resazurin fluorescence; stronger effect = lower value; activity change, % (values are at about 110 or 230 µM); in the data active = activity change below about -30%; inconclusive = mostly about -25% to -30%;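 note: plate controls were DMSO wells for no effect and wells without enzyme for full effect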
#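 Human LDH5 at 2 nM final in Tris HCl pH 7.4 with 0.06 mM NADH and 0.2 mM pyruvate, reacted 5 minutes at room temperature. Remaining NADH coupled via diaphorase/resazurin; resorufin fluorescence read at 0 and 20 minutes, normalized to enzyme-free and DMSO wells.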
# D2 antagonist = HTS Assay for Allosteric Antagonists of the Human D2 Dopamine Receptor: Primary Screen for Antagonists | inhibition, % at 10 µM | D(2) dopamine receptor (Homo sapiens), P14416 | hit rate 2% among 340,000 | HEK293 TREx D2 cells, calcium flux, dopamine EC80; in the data active = inhibition above about 30%; note: 0% is about no effect
#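 Overnight-induced (tetracycline, 30 C) HEK293 T-REx cells carrying force-coupled D2 receive a no-wash calcium dye, then compound, then EC80 dopamine at 180 s; signals are read kinetically throughout.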
# The depositor's hits bear a star; ? = inconclusive; nt = not tested or not shown; & = joins results of further samples; [ ] = another dose, or the depositor's remark. Unless noted, calls come from the whole dose curve; as a rule, active = well fitted curve in the direction sought with a large enough effect; inconclusive = small, poorly fitted or top-dose-only effect, or another doubt; inactive = no such curve, though single readings can be large; an effect the other way counts as inactive or inconclusive.
SMILES,RGS4 inh,ALOX12 inh,Vif-A3F inh,ERG-DNA inh,Vif-A3G inh,Glioma ERSR ind,D2 agonist,LDHA block,D2 antagonist
CC(C)N1CC2(CC(c3ccccc3C(F)(F)F)=NO2)CN1C(=O)c1ccco1 (stereo not given),nt,-13.2%,-0.6%,nt,-1.4%,-0.3%,nt,-10.9,nt
CCN(CC(=O)Nc1c(F)cccc1F)C(=O)CNC(=O)c1cccs1,9.5%,8.3%,-15.6%,11.9%,3.8%,-4.7%,-0.1,-5.8,-2.5
CCN(CC)S(=O)(=O)c1ccc(N2CCOCC2)c(NC(=O)c2ccccc2F)c1,-24.7%,3.4%,-12.7%,2.7%,-2.8%,-1.9%,5.3,5.2,9.7
O=C(NCCc1ccc2c(c1)OCCO2)c1cc(S(=O)(=O)N2CCCC2)ccc1Cl,-43.5%,-3.0%,5.5%,10.9%,-5.2%,-2.8%,-1.6,-4.7,-7.3
O=C(CCC(=O)OCC(=O)c1ccc(Cl)cc1)NC1CCCCC1,14.1%,0.0%,0.2%,-1.1%,-0.1%,-3.5%,0.2,-13.7,-17.1
COc1ccc(CC(=O)NNC(=O)CCc2ccccc2)cc1OC,-10.2%,-1.4%,8.6%,-8.7%,1.4%,-9.0%,-0.2,-4.0,14.0
CC(C)OC(=O)Cc1nc2sc(-c3ccccc3)cc2c(=O)[nH]1,-1.7%,nt,-3.2%,9.5%,-21.6%,2.0%,0.4,-8.8,-0.1
COc1ccc(CNC(=O)Cn2c(=O)oc3ccccc32)cc1OC,-9.5%,442.3%[activator],-5.1%,-5.6%,-3.5%,1.9%,-0.3,-6.2,2.7
Cc1ccc2[nH]c(=O)c(C(c3nnnn3CC3CCCO3)N3CCOCC3)cc2c1 (stereo not given),20.7%,-10.5%,-4.7%,5.5%,0.6%,-0.5%,-0.3,-7.7,-8.2
COC(=O)C(NC(=O)CCC(=O)NC(C(=O)OC)c1ccccc1)c1ccccc1 (stereo not given),-26.3%,0.9%,8.7%,-0.4%,1.3%,-5.6%,nt,-1.9,nt
CCN1CCCC1CNC(=O)C(=O)NC (stereo not given),12.2%,34.2%[activator],-0.4%,3.4%,0.1%,-4.6%,0.3,-0.8,7.4
CSc1ccccc1NC(=O)CN(C)C(=O)/C=C/c1ccccc1,31.5%,146.3%[activator],-5.0%,?,-3.8%,-3.3%,0.0,-15.6,0.0
Cc1nn(-c2ccccc2)c(C)c1/C=N/n1cnnc1,-3.6%,-11.4%,3.8%,7.7%,-2.0%,-2.9%,0.2,-6.6,4.9
COc1cccc(N/C(N)=N/c2nc(C)cc(=O)[nH]2)c1,-18.2%,nt,11.4%,6.7%,-3.8%,-2.0%,-0.5,-5.8,-14.0
Cc1ccc(Sc2ccc(NC(=O)c3ccc(F)cc3)cc2C#N)cc1,nt,0.0%,nt,nt,2.9%,-3.3%,nt,-1.7,nt
COc1ccc(-c2cc(C(F)F)n3ncc(C(=O)N4CCc5ccccc54)c3n2)cc1,?,-5.9%,-14.9%,-4.4%,?,-2.4%,-0.4,0.3,-2.1
COc1ccc(NC(=O)COC(=O)CCC(=O)c2cccs2)cc1OC,-0.2%,0.0%,3.0%,7.1%,0.0%,-2.8%,nt,-1.4,nt
COc1ccc(CCNC(=O)C2CCCN(S(C)(=O)=O)C2)cc1 (stereo not given),-3.6%[56.9 µM],-39.7%&-27.8%,-0.6%,0.8%,0.1%,-4.2%,-0.2,-1.6&0.7,-13.2
O=C(Nc1ccc(S(=O)(=O)N2CCOCC2)cc1)c1cccnc1,-5.8%,0.0%,5.3%,0.3%,0.6%,-1.4%,nt,0.6,nt
COCCNC(=O)/C(C#N)=C/c1cc(C)n(C2CCCCC2)c1C,-4.5%,-9.5%,-2.3%,-1.0%,-1.5%,-5.7%,nt,-5.7,nt
Cn1c(=O)oc2cc(S(=O)(=O)N3CCCC(C(=O)N4CCN(c5ccc(F)cc5)CC4)C3)ccc21 (stereo not given),17.0%,-13.7%,5.6%,-0.4%,5.0%,-1.4%,0.1,-4.0,nt
COc1ccc(CN(C)C(=O)C2CC(=O)N(c3ccc4c(c3)OCCO4)C2)c(OC)c1 (stereo not given),-4.3%,6.5%,-4.0%,-5.0%,2.0%,-0.9%,0.3,-2.1,-8.8
COc1ccc2c(c1)C=C(C(=O)OCc1cccnc1)CO2,?,-7.1%,0.3%,3.6%,0.6%,1.1%,-0.9,-2.6,-16.8
COCCN=C1Sc2nc3cc4c(cc3cc2CN1CC1CCCO1)OCO4 (stereo not given),9.9%,-0.2%,6.6%,-0.4%,0.1%,-3.2%,0.6,-2.3,-21.3
COc1ccc(CCNC(=O)/C=C/c2ccc(OC)c(S(=O)(=O)N3CCOCC3)c2)cc1,-15.0%,7.7%,3.0%,1.6%,-25.5%,-2.8%,0.2,-12.0,1.2
O=C(NCc1ccc(F)cc1)C1CCCN(S(=O)(=O)c2ccc(-n3cnnn3)cc2)C1 (stereo not given),-21.9%,-15.0%,4.9%,-17.8%,-0.2%,-4.7%,0.1,-9.2,9.3
COc1ccc(C(=O)Nc2ccc3oc(-c4ccc(OC)cc4)nc3c2)cc1,19.5%,7.7%,1.7%,6.0%,5.0%,4.2%,0.2,-23.2,nt
CC1(C)C2CC=C(/C=N/NC(=O)c3ccc(Cl)cc3)C1C2 (stereo not given),-16.6%,-9.4%,4.4%,nt,1.8%,-4.0%,-0.2,-2.8,-11.2
CC(=O)Nc1ccc(S(=O)(=O)/N=C2/NC(=O)/C(=C\c3ccco3)S2)cc1,?,?,-9.0%,1.7%,-0.1%,-0.6%,-0.9,-4.0,16.4
CC1=C(C(=O)Nc2ccccc2C)C(c2cccs2)NC(=S)N1 (stereo not given),3.4%,-15.4%,-3.9%,7.0%,1.9%,-4.8%,0.5,-5.6,-2.6
O=C(COC(=O)c1cccc([N+](=O)[O-])c1)Nc1ccc(Cl)cn1,-9.5%,-21.6%,5.0%,-2.9%,1.3%,-1.7%,0.1,-3.6,5.8
CN(Cc1ccccc1)C(=O)Nc1c(Cl)cccc1Cl,nt,-25.2%,nt,nt,-1.0%,-0.8%,nt,-2.2,nt
NC(=O)CCn1nc(-c2ccc(Cl)cc2)c2ccccc2c1=O,-1.7%[11.4 µM],55.0%[activator],-8.0%,2.6%,-7.3%,2.5%,0.8,-1.5,-3.5
Clc1ccc(-c2nnc(-c3cccc4ccccc34)o2)cc1Cl,8.4%,157.4%[activator],4.8%,0.7%,0.7%,-3.2%,0.3,-14.0,-10.8
O=C(NC1CCCc2c1cnn2-c1ccc(F)cc1F)c1ccccc1N1CCOCC1 (stereo not given),12.2%,0.0%,-14.0%,-8.4%,0.8%,-3.1%,-0.8,-7.1,5.0
C=CCn1cc(/C=C/c2cc[n+](C)cc2)c2ccccc21,-29.6%,?,?,2.6%,?,-5.4%,8.1,-0.5,-13.3
CCCCCCn1c(SCC(C)C)nc2c1c(=O)[nH]c(=O)n2C,13.3%,22.4%,6.4%,1.7%,0.9%,-5.6%,-0.5,-2.0,-9.8
O=C(CNC(=O)c1ccccc1C(F)(F)F)N/N=C/c1cccs1,11.7%,2.5%,12.0%,16.9%,0.7%,-3.4%,0.1,-10.8,24.1
Cc1ccc(C(=O)OCC(=O)Nc2ccccc2Sc2ccccc2)cc1C,11.5%,6.0%,-13.0%,-5.1%,-7.8%,-3.1%,0.0,-4.0,0.2
COc1ccc(C(=O)COC(=O)CNC(=O)c2ccc(C)s2)c(OC)c1,-8.6%,-28.9%,-17.0%,15.8%,1.9%,-1.8%,nt,-1.9,nt
S=C(NC1CCCC1)NC1CCCC1,-30.2%,-20.5%,0.0%,1.4%,2.0%,-6.1%,-0.4,-1.0,28.3
COC(=O)CC1=C(c2ccc([N+](=O)[O-])cc2)CCC1=O,9.3%,?,0.8%,4.9%,-2.4%,2.3%,nt,-4.5,nt
COc1ccc(CCNS(=O)(=O)c2cn(C)c(=O)n(C)c2=O)cc1,5.0%,14.0%,-3.4%,4.0%,0.8%,0.8%,nt,-6.8,nt
CC1CC(c2ccccc2)NS(=O)(=O)O1 (stereo not given),-26.5%,0.8%,5.4%,-1.4%,4.2%,-4.7%,-0.9,-1.4,-14.3
Cc1cc(-c2ccccc2)n2nc(N)nc2n1,11.7%,17.4%,-5.2%,9.1%,1.1%,-2.2%,nt,-1.7,nt
COc1cccc2c1cc1c(=O)n(CC(=O)NC3CC3)nc(C)n12,7.2%,-12.4%,0.8%,0.9%,1.8%,-5.1%,nt,-16.3,nt
O=C(NCC(=O)N1CCC(Cc2ccccc2)CC1)c1ccccc1F,nt,2.7%,0.6%,nt,3.3%,-3.6%,nt,-11.0,nt

# These rows are one share of the data; rates above refer to the full screens.
